# aDG glyco act: activators of alpha-DG glycosylation, primary screen, uHTS, Pro5-aDG cells, AlphaScreen | alpha-DG glycosylation AlphaScreen (IIH6); 0% Pro5, 100% B10-LARGE cell signal | activation, % at 10 µM | actives 0.22% (n = 360,000) | AID 624168, 2012;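 active = activation of at least 8% versus controls, or a plate z-score of at least 8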;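 also: Pro5 are CHO cells carrying HIG-tagged alpha-DG that lacks glycosylation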
# m5-HT2A agonist: mouse Htr2a agonists via beta-arrestin recruitment, primary screen, cell-based, luminescence; 5-hydroxytryptamine receptor 2A (Mus musculus), P35363; CHO-K1 mHTR2A beta-arrestin complementation; percent of 30 µM serotonin response; activation, % at 7.6 µM; actives 0.66% (n = 360,000);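 active = activation above a run cutoff, the mean activation of all tested compounds plus 3 SD, cut at about 14% in these data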;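 also: 0% = plate median of compound wells and 100% = 30 µM serotonin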
# Glyco luc inh: increase of ERlucT glycosylation luciferase signal, primary screen, N-linked glycosylation inhibitor project, D54 ERlucT cells, luminescence, set 2 | D54 ERlucT glycosylation luciferase reporter, 24 h; percent of 100 nM tunicamycin response | reporter increase, % at 12.5 µM | actives 0.23% (n = 360,000) | AID 588692, 2011;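 active = mean luciferase reporter signal, scaled so untreated is 0 and the glycosylation-blocking control 100, at or above a set limit in every replicate; inconclusive = mean reaches the limit but not every replicate does; inactive = mean below the limit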;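 also: luciferase carries N-glycosylation sites so blocking glycosylation raises the light; 0% = median of neutral control wells and 100% = median of 100 nM tunicamycin wells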
# PDI inh: inhibitors of human PDI, primary screen, biochemical, turbidity, single point, plate reader | Protein disulfide-isomerase (Homo sapiens), P07237 | PDI insulin aggregation turbidity, A650, 90 min | inhibition, % at 10 µM | actives 0.052% (n = 350,000) | AID 588391, 2011;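 active = mean inhibition across replicates of 30% or more, whatever share of single replicates reach that level; inconclusive = mean inhibition below 30% while every single replicate reaches 30%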;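 also: absorbance from insulin aggregation driven by PDI reduction with DTT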
# Target sequence (P07237 whole entry, looked up): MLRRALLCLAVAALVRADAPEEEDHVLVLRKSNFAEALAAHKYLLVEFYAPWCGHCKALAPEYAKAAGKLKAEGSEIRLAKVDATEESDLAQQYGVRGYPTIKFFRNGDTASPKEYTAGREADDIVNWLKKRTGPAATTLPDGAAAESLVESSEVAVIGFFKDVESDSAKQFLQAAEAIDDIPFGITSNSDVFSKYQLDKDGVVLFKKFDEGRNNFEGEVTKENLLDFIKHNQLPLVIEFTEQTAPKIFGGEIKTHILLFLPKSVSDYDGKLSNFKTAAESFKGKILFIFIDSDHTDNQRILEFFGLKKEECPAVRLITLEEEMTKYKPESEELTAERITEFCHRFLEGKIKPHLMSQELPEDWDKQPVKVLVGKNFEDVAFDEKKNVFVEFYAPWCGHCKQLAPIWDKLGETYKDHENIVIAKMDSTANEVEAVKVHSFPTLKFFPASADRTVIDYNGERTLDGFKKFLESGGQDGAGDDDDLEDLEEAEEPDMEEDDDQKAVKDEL
# Vif imaging: HIV Vif self-association inhibitors, primary screen, imaging, HEK293T, single point | HEK293T cells, Vif self-association by quenched fluorescence, 24 h | inhibition, % at 7.49 µM | actives 0.35% (n = 340,000); in the data active = inhibition above about 50%, passing the limit was not always enough; inconclusive = no clear call, values can overlap the other calls; inactive = below about 31%; also: some results filed as inactive read as strong as hits
# CaV13 FRET inh: Disruptors of the CACNA1D IQ motif to Ca2+-dependent inactivation inhibitor domain association, primary screening, Förster resonance energy transfer in intact living …. HEK cells, CFP/YFP FRET ICDI-IQ, plate reader, 10 min; percent FRET-ratio fall versus neutral wells. inhibition, % at 12.3 µM. actives 0.098% (n = 340,000);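 active = mean replicate inhibition of at least 30% and at least 1% of replicates passing that level; inconclusive = only one of the two criteria is met; inactive = neither criterion is met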;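 also: 0% = median of the neutral control wells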
# ABCB6 inh MLPCN: ABCB6 transporter inhibitors, primary screen, K562-ABCB6 cells, flow cytometry, MLPCN library; ATP-binding cassette sub-family B member 6 (Homo sapiens), Q9NP58; K562-ABCB6 porphyrin accumulation, 1 h; active compounds read low; fluorescence ratio to DMSO, % at 10 µM; actives 0.19% (n = 360,000); AID 602162, 2011;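 active = fluorescence ratio to DMSO below 75%, the collection mean minus 3 SD; inconclusive = too few cells collected in the well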;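 also: signal is porphyrin accumulated inside mitochondria; 100% equals median channel fluorescence of DMSO control wells; lower ratio means ABCB6 inhibition with less porphyrin fluorescence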
# H9c2 protect: cardioprotection against H2O2-induced cell death, primary screen, uHTS, H9c2 cells, ATPLite luminescence; AID 588492, 2011; protection from H2O2 cell death, % at 20 µM; H9c2 cardiomyocytes, H2O2 injury protection, 2 h; actives 0.63% (n = 360,000);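 active = compounds giving at least 50% protection of heart cells from peroxide-induced death in the single-dose screen, raw or plate-pattern-corrected value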;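 also: 0% = DMSO wells with peroxide and 100% = DMSO wells without peroxide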
# Exocytosis inh: LAMP-1 surface exposure blockers, TALL-104 cells – cell-based, flow cytometry, MLPCN library, primary screen. actives 0.66% (n = 360,000). TALL-104 LAMP-1 surface exposure; cells stimulated with thapsigargin and PMA. inhibition, % at 10 µM. AID 651702, 2012;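 active = inhibition above about 55%, limit read from the data; inconclusive = no clear call, values can overlap the other calls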
# hiPSC survival: enhancers of single-cell hiPSC survival, primary screen, ATPlite luminescence | 100% = ROCK inhibitor wells, 0% = DMSO | actives 0.044% (n = 360,000) | survival enhancement, % at 20 µM; in the data active = survival enhancement above about 18%;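 also: cells exposed to compounds for 16 hours before the ATP read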
# * hit, by the source's call; ? = inconclusive; nt = no result given.
structure,aDG glyco act,m5-HT2A agonist,Glyco luc inh,PDI inh,Vif imaging,CaV13 FRET inh,ABCB6 inh MLPCN,H9c2 protect,Exocytosis inh,hiPSC survival
CN1CCC(N(CCc2ccccc2)C(=O)CCC(=O)O)CC1,-0.1,10,-1,7,29,-19,103,-2,-8,0.4
CC1CCCC(C)N1CC(O)Cn1c2ccccc2c2ccccc21 (centres undefined),-0.2,2,4,7,3,6,94,3,10,-0.7
CN(C(=O)COC(=O)c1cc2c(s1)CCCCC2)C1CCS(=O)(=O)C1 (centres undefined),-0.2,-1,0,-9,5,-6,101,-1,-25,0.1
CC(=O)OCC1(O)CC23CCC4c5ccoc5CCC4(C)C2CCC1C3 (centres undefined),-0.1,-4,-2,2,0,-6,94,4,4,2.0
COc1ccc(CC2(CO)CCN(Cc3cccnc3)CC2)cc1,0.0,5,-1,-5,13,-5,103,5,-4,3.0
Cc1ccc(NC(=O)CCS(=O)(=O)c2cccc3nonc23)cc1,-0.1,2,2,-5,-8,-4,102,1,2,-0.7
CCOC(=O)c1sc2nc(CC(=O)OC)nc(NCCN(CC)CC)c2c1C,0.4,-5,-1,-2,-2,-5,102,21,-5,-1.3
N#C/C(=C\c1c(N2CCCCC2)nc2ccccn2c1=O)S(=O)(=O)c1ccccc1,0.2,-2,2,2,-4,-20,102,1,13,-0.5
COc1ccc2c(c1)c(C(=O)N/N=C/c1ccccc1Cl)c(C)n2C,-0.1,-9,4,-2,-5,0,102,-3,3,-0.7
CCOC(=O)c1ccccc1NC(=O)C1COc2ccccc2O1 (centres undefined),0.1,-2,2,-4,-4,-5,97,-11,0,-0.2
CCN(CC)c1nc(NNC(=O)c2ccccc2)nc(N(CC)CC)n1,-0.1,5,-3,5,-10,-11,104,10,-4,0.5
O=C(NCc1cccnc1)Nc1ccc(Cl)c(Cl)c1,0.1,4,-2,7,2,21,97,3,-7,0.2
COC(=O)c1ccc(N2CCOCC2)c(NC(=O)c2cc3ccccc3o2)c1,-0.1,11,0,0,?,-7,91,11,2,4.4
Cc1ccc(S(=O)(=O)N2CCCCC2)cc1NC(=O)CN1C(=O)c2ccccc2S1(=O)=O,-0.3,1,0,3,-2,-6,102,-1,10,-0.2
COc1ccc(OC)c(-c2nn(-c3ccccc3)cc2C(=O)N2CCc3ccccc3C2)c1,0.4,-7,-1,3,3,-3,95,3,-3,-0.3
CCn1c(C)[n+](CC)c2ccc(S(=O)(=O)NC)cc21,-0.3,3,1,-2,14,3,107,10,5,-0.4
Cc1cccc(NC(=O)C2CCN(S(=O)(=O)c3ccc(Cl)cc3)CC2)n1,0.7,9,-2,1,-13,-7,96,0,-2,0.2
CCN(CC)S(=O)(=O)c1ccc(N2CC(C(=O)Nc3cccc(C(=O)NC4CC4)c3)CC2=O)cc1 (centres undefined),-0.2,0,0,16,-10,-2,97,9,-2,2.6
CCOC(=O)CN(C(=O)CSc1nnc2c(n1)[nH]c1ccc(OC)cc12)c1ccc(F)cc1,-0.4,3,-5,0,-27,-4,96,46,-1,3.1
O=C(NNC(=O)c1ccc(S(=O)(=O)N2CCCC2)cc1)c1ccc(Br)cc1,0.0,8,-1,-6,13,-6,99,5,-5,-0.1
Cn1c(=O)n(C)c2cc([N+](=O)[O-])c(N3CCN(C(=O)c4cccc(F)c4)CC3)cc21,0.6,-3,2,-9,3,-6,93,-15,-1,-0.5
O=C(CN1C(=O)c2ccccc2S1(=O)=O)Nc1cccc(S(=O)(=O)N2CCCCC2)c1,0.0,6,-3,-5,2,-3,89,-2,1,0.0
O=C(Nc1nnc(S(=O)(=O)N2CCOCC2)s1)c1cccc(Br)c1,-0.5,-6,1,-9,-25,-2,96,-7,2,0.1
NC(=O)c1ccc(=O)n(Cc2ccc(F)c(F)c2)c1,0.1,-1,3,-1,-5,-4,101,-3,10,1.4
COc1ccc(NC(=O)CSc2nnc(NC(=O)C3CC3)s2)cc1OC,0.0,-1,2,8,4,-3,99,-2,-26,-0.4
O=C(CC1S/C(=N\S(=O)(=O)c2ccccc2)N(c2ccccc2)C1=O)Nc1ccc(F)cc1 (centres undefined),0.2,-3,1,-8,0,-15,91,-1,-1,0.6
C=CCNCC(=O)Nc1ccccc1SCC(=O)Nc1ccsc1C(=O)OC,0.2,-2,-3,2,15,-5,98,8,0,0.1
Cc1ccc(N2CCN(S(=O)(=O)c3ccc4c(c3)NC(=O)C(C)C(=O)N4)CC2C)cc1 (centres undefined),0.1,-2,0,nt,1,-3,90,-12,1,-2.3
O=S(=O)(Nn1c(O)c(C=C2N=c3ccccc3=N2)sc1=S)c1ccccc1,-0.1,-2,3,10,1,9,103,-3,43,0.4
CC(NC(N)=O)C(=O)OCc1ccc(Cl)cc1Cl (centres undefined),-0.3,-4,-1,-7,nt,-5,94,-1,6,1.6
O=C(c1ccc2c(c1)N(Cc1ccccc1)C(=O)CS2)N1CCOCC1,1.2,-2,1,2,-1,-8,99,1,7,-2.6
CC(=O)/C(CN1CCCCC1)=N\O,0.0,-5,0,1,1,-2,106,2,-2,2.9
COC1C(OC(=O)/C=C/C=C/C=C/C=C/C(=O)O)CCC2(CO2)C1C1(C)OC1CC=C(C)C (centres undefined) (tested in a mixture with another compound),0.0,3,-1,-3,0,-5,101,0,-14,-1.4
C=CCOc1ccc(C=CC(=O)c2c(O)c(OC)c(OC)c(OC)c2OC)cc1,0.1,1,9,9,14,-6,95,-2,-3,1.3
CCCn1c(C(Cc2ccccc2)NC(=O)COC)nc2ccccc21 (centres undefined),-0.1,2,1,nt,-10,-3,93,-5,-3,-2.2
CCOC(=O)c1[nH]c2cc3c(cc2c1NC(=O)CN1CCC2(CC1)OCCO2)OCO3,-0.2,5,2,9,17,-5,98,12,-2,-3.2
CC(C)(C)[C@H]1C=C(C(=O)N2CCN(Cc3ccccc3)CC2)O[C@@H](OCc2ccc(CO)cc2)C1,0.0,0,0,8,1,-10,95,-1,1,-1.5
COC(=O)COc1cccc(NC(=O)C(c2ccccc2)c2ccccc2)c1,-0.2,-3,-1,6,0,-20,100,2,10,0.1
CCc1ccccc1NC(=O)CCN1C(=O)C2CC=CCC2C1=O (centres undefined),0.2,5,1,-7,0,-6,95,4,0,0.4
COc1ccc2c(c1)c(CC(=O)Nc1ccccc1OC)c(C)n2C(=O)c1ccc(Cl)cc1,-0.5,-6,-7,2,-8,-3,94,-1,-3,-1.2
O=C(OC(C(=O)NCC1CCCO1)c1ccccn1)c1cccs1 (centres undefined),-0.3,1,2,-2,-6,-9,110,1,6,3.7
O=C(NCCCN1CCCC1=O)c1cccc(S(=O)(=O)Nc2ccccc2Cl)c1,0.6,0,1,-1,-4,-1,98,10,6,-0.5
CCOC(=O)c1oc2ccccc2c1CN1CCN(c2ccccc2)CC1,-0.2,-2,-3,2,nt,-1,93,-6,2,-1.0
Cc1cc(C(=O)NN)c2cc(Br)ccc2n1,-0.2,-3,4,1,-4,-7,92,3,-6,-1.2

# Filtered by structure: the compounds so far with two or more sulfur atoms.
structure,aDG glyco act,m5-HT2A agonist,Glyco luc inh,PDI inh,Vif imaging,CaV13 FRET inh,ABCB6 inh MLPCN,H9c2 protect,Exocytosis inh,hiPSC survival
CN(C(=O)COC(=O)c1cc2c(s1)CCCCC2)C1CCS(=O)(=O)C1 (centres undefined),-0.2,-1,0,-9,5,-6,101,-1,-25,0.1
Cc1ccc(S(=O)(=O)N2CCCCC2)cc1NC(=O)CN1C(=O)c2ccccc2S1(=O)=O,-0.3,1,0,3,-2,-6,102,-1,10,-0.2
O=C(CN1C(=O)c2ccccc2S1(=O)=O)Nc1cccc(S(=O)(=O)N2CCCCC2)c1,0.0,6,-3,-5,2,-3,89,-2,1,0.0
O=C(Nc1nnc(S(=O)(=O)N2CCOCC2)s1)c1cccc(Br)c1,-0.5,-6,1,-9,-25,-2,96,-7,2,0.1
COc1ccc(NC(=O)CSc2nnc(NC(=O)C3CC3)s2)cc1OC,0.0,-1,2,8,4,-3,99,-2,-26,-0.4
O=C(CC1S/C(=N\S(=O)(=O)c2ccccc2)N(c2ccccc2)C1=O)Nc1ccc(F)cc1 (centres undefined),0.2,-3,1,-8,0,-15,91,-1,-1,0.6
C=CCNCC(=O)Nc1ccccc1SCC(=O)Nc1ccsc1C(=O)OC,0.2,-2,-3,2,15,-5,98,8,0,0.1
O=S(=O)(Nn1c(O)c(C=C2N=c3ccccc3=N2)sc1=S)c1ccccc1,-0.1,-2,3,10,1,9,103,-3,43,0.4

# Assay outcomes: PubChem, several laboratories
